Dyrk1A ADPGlo = blocks rat Dyrk1A kinase activity | actives 0.43% (n = 310,000) | inhibition, % at 12.5 µM | AID 504441 | ADP-Glo luminescence, NFATc1 peptide | Q63470; in the data active means inhibition above about 50%;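 further: plate controls were vehicle with enzyme for no effect and no enzyme for full effect; many of its hits are not listed in these tables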
KCNK3 block = human KCNK3 channel inhibition, primary screen; O14649; CHO-KCNK3 thallium flux, FluxOR fluorescence; stronger effect = lower value; B-score at 10 µM; actives 0.84% (n = 340,000); AID 602410;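 active means B-score under library mean minus 4 SD, starting fluorescence ratio at most library mean plus 5 SD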;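 further: more negative B-score means stronger inhibition of thallium flux through KCNK3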
KCNK9 inh = inhibitors of human KCNK9 two-pore domain potassium channel | Q9NPC2 | actives 1.2% (n = 310,000) | AID 488922 | HEK293 KCNK9, FluxOR thallium flux fluorescence; stronger effect = lower value | B-score at 10 µM;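 active means ratio B-score over 3 SD below the library mean, with starting fluorescence within 5 SD of its mean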;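 further: negative B-score means less thallium flux so channel inhibition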
KCNQ1 act = potentiators or activators of human KCNQ1 potassium channel. P51787. CHO-K1 KCNQ1, thallium flux FluxOR fluorescence; stronger effect = higher value. B-score at 10 µM. actives 0.35% (n = 310,000). AID 2648;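 active means fluorescence ratio B-score, a plate-corrected score, at least three library SD, with initial intensity B-score within 5 SD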
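Doses: Single concentration per compound, DMSO matched to controls | Test system: KCNQ1-transfected CHO-K1 cells | Timing: 90 min dye loading and 20 min compound exposure, both at room temperature | Measured by: Kinetic FluxOR thallium fluorescence, 10-s 1-Hz baseline, 110-s post-stimulus read | Medium: Assay buffer with matched DMSO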
GSK3beta inhib = blocks human GSK3beta kinase activity; P49841; GST-GSK3beta kinase, ADP-Glo luminescence, 60 min; stronger effect = lower value; activity score (negative = inhibition), % at 10 µM; actives 0.038% (n = 300,000);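 active means more than half of replicate wells score below -50%, meaning over 50% inhibition versus plate controls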;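 further: 0% = median DMSO wells and -100% = median GW8510 positive control wells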
Target sequence (P49841 whole entry, looked up): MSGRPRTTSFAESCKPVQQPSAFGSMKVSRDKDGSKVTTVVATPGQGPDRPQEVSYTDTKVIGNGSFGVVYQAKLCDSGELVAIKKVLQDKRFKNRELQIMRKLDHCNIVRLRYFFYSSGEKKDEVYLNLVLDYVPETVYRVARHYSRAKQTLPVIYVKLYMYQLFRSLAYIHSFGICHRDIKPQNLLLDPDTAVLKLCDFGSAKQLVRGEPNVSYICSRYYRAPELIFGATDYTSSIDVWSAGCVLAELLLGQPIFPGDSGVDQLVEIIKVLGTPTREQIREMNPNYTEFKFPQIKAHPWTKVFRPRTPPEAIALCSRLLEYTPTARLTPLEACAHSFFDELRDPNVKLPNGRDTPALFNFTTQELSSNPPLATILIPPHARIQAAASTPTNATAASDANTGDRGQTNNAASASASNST
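Test system: GST-fused GSK3beta enzyme, cell-free | Quantity: 1.6 ng GST-GSK3beta enzyme per well | Reagent: 25 µM ATP with peptide substrate | Schedule: 60 min enzyme reaction, room temperature | Signal: Luminescent ADP-Glo measurement of ADP formed | Read-out basis: Score relative to plate controls | Control set: DMSO and 20 µM GW8510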
hERG rescue = hERG (human) protection from proarrhythmic block; Q12809; CHO-hERG, FluxOR thallium flux, dofetilide IC70 present; activation (rescue from dofetilide block), less the hit threshold, % at 10 µM; actives 0.51% (n = 310,000); AID 1511;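 active means activation above the mean of controls blocked by dofetilide plus 5 SD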;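 further: thallium influx through hERG after potassium depolarization seen as dye fluorescence rise; in these data hits start at about 4.7%; inactives centre near -7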
RGS4 block = human RGS4 inhibition; B-score at 10 µM; HEK293 M3R/RGS4 inducible, Fluo-4 calcium flux; stronger effect = higher value; triggered by carbachol at its EC20; actives 0.45% (n = 310,000); P49798;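 active means B-score, a plate-corrected calcium signal, over three deviations above library mean, with baseline fluorescence within five deviations of library mean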;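 further: RGS4 expression induced by doxycycline in cells with stable M3 receptor; B-score is computed from the integrated fluorescence ratio over baseline after carbachol; higher B-score means a larger calcium signal and so more RGS4 inhibition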
Target sequence (P49798 whole entry, looked up): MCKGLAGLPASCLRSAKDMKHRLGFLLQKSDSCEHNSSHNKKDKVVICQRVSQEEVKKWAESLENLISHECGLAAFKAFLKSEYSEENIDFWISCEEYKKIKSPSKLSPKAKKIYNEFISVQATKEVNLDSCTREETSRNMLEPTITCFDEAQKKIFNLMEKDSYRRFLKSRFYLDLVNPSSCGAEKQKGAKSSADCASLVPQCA
KCNQ1 block = human KCNQ1 channel inhibition; actives 1.3% (n = 310,000); CHO-K1 KCNQ1, FluxOR thallium flux fluorescence; stronger effect = higher value; B-score at 10 µM; AID 2642; P51787;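 active means compounds whose thallium flux B-score, printed positive for inhibition, exceeds three library SD while starting fluorescence stays within three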;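 further: channel opened by potassium depolarization with thallium stimulus after 20 min compound exposure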
GSK3 alpha inh = blocks human GSK-3 alpha kinase; P49840; ADP-Glo luminescence, 60 min; inhibition, % at 10 µM; actives 0.1% (n = 320,000);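 in the data active means inhibition above about 50%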;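 further: GST-tagged GSK-3 alpha with peptide substrate and 25 µM ATP; 0% = DMSO neutral wells and 100% = GW8510 positive control wells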
Target sequence (P49840 whole entry, looked up): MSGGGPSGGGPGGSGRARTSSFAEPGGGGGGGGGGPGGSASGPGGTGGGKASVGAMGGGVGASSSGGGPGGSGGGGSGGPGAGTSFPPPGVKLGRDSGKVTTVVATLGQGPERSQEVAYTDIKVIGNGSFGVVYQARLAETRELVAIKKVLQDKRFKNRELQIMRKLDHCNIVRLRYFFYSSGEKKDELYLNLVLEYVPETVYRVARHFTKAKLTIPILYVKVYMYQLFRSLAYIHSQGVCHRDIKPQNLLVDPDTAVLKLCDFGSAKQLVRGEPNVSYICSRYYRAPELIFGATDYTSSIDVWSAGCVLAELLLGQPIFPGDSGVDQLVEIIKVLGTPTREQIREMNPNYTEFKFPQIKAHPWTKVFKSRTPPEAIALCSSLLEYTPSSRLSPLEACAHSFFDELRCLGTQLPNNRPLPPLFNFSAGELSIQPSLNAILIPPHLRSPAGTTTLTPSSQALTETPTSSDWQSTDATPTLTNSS
RGS4 act = potentiators or activators of RGS4 | HEK293 M3R/inducible RGS4, carbachol calcium flux Fluo4; stronger effect = lower value | B-score at 10 µM | actives 0.92% (n = 310,000) | AID 463111;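 active means B-score of the integrated calcium signal more than 4 SD below the library mean, with starting fluorescence not abnormally high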;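 further: negative B-score means reduced calcium response which marks RGS4 activation or potentiation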
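Material: M3R-expressing HEK293 line, RGS4 induced by doxycycline | Schedule: Overnight RGS4 induction, 30 min dye load 37 °C, 20 min compound RT | Measured by: Fluo4 fluorescence kinetic imaging of calcium | Read-out: Integrated calcium ratio converted to B score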
PolyA inh = inhibitors of polyadenylation in S. cerevisiae; S. cerevisiae SKY197-pL101 polyadenylation reporter, beta-gal luminescence; efflux-impaired pdr1/pdr3 knockout yeast; score 100 = 6 SD above DMSO; calls only at 12 µM; actives 0.02% (n = 300,000); AID 1875;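 active means lowest replicate activity score at least 50, where 100 means six control SD above control mean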;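 further: yeast exposed to compound for 9 h at 30 °C; higher score means more reporter readthrough which indicates perturbed polyadenylation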
The depositor's hits bear a star; i = inactive; . = not tested or not shown.

Each structure is followed by: Dyrk1A ADPGlo | KCNK3 block | KCNK9 inh | KCNQ1 act | GSK3beta inhib | hERG rescue | RGS4 block | KCNQ1 block | GSK3 alpha inh | RGS4 act | PolyA inh
> COc1ccc2c(c1)C(=NNC(=O)c1ccccn1)c1cc(OC)ccc1-2
  45 | i | i | i | 2 | -6 | i | i | 3 | i | i
> COc1cccc(-c2nc3ccccc3c(=O)n2NC(=O)c2cccnc2Cl)c1
  -6 | i | i | i | 1 | -1 | i | i | 0 | i | i
> COc1ccccc1C1N(c2ccc(F)cc2)C(=O)C2CCCN21 (stereo not drawn)
  -2 | i | i | i | 0 | -13 | i | i | -2 | i | i
> CC1=C(C(N)=O)C(c2cccc(O)c2)n2nc(CCCO)nc2N1 (stereo not drawn)
  0 | i | i | i | -1 | -11 | i | i | -4 | i | i
> CC(C)Cc1nc2oc3c(NCCCN4CCOCC4)ncnc3c2c2c1CCC2
  23 | i | i | i | -1 | -13 | i | i | 4 | i | i
> CCn1c(SCC(=O)c2ccccc2)nnc1-c1ccoc1C
  5 | i | i | i | 2 | -3 | i | i | 0 | i | i
> O=C(C1CCCCN1S(=O)(=O)c1ccccc1)N1CCN(Cc2ccccc2)CC1 (stereo not drawn)
  -6 | i | i | i | 4 | -14 | i | i | -1 | i | i
> O=C(CCCCCn1nnc2ccccc2c1=O)N[C@H](C(=O)O)c1ccccc1
  11 | i | i | i | 1 | -9 | i | i | -3 | i | i
> COCCN1CN=C(Nc2nc3ccccc3s2)NC1
  7 | i | i | i | 1 | -10 | i | i | 0 | i | i
> Cc1ccc(NC(=O)CCC(=O)Nc2nnc(C3CCCCC3)s2)cc1
  -2 | i | i | i | -2 | -6 | i | i | -1 | i | i
> CCN(CC)CC(=O)NC1CC(C)(C)Cc2c1cnn2-c1ccc(F)cc1 (stereo not drawn)
  -2 | i | i | i | -1 | -6 | i | i | -1 | i | i
> COc1ccc(C(CC(=O)NCC(OC)OC)NS(=O)(=O)c2ccc(Cl)cc2)cc1 (stereo not drawn)
  . | i | i | i | -3 | -13 | i | i | 0 | i | i
> COc1ccc(NC(=O)COc2ccc(N(C)S(=O)(=O)c3ccc(C)cc3)cc2)cc1
  -7 | i | i | i | 4 | 0 | i | i | 0 | i | i
> COc1ccccc1NC(=O)COC(=O)C1CC2C=CC1C2 (stereo not drawn)
  . | i | i | i | 1 | -16 | i | i | -3 | i | i
> CCN(Cc1ccccc1)C(=O)c1ccc(CS(=O)c2ccccc2C)o1 (stereo not drawn)
  -2 | i | i | i | 1 | -11 | i | i | 2 | i | i
> NS(=O)(=O)c1ccc(NS(=O)(=O)/C=C/c2ccccc2)cc1
  -5 | i | i | i | -1 | 2 | i | i | -2 | i | i
> CCOC(=O)C1CCN(CC(=O)N(CC(C)C)c2c(N)n(CC(C)C)c(=O)[nH]c2=O)CC1
  . | i | i | i | -4 | -9 | i | i | 0 | i | i
> CC(Nc1ccc(F)cc1)=[N+](C)CCNS(=O)(=O)c1ccc(Cl)cc1
  5 | i | i | i | 1 | -5 | i | i | -1 | i | i
> COc1ccc(S(=O)(=O)Nc2cccc(C)c2C)c2cccnc12
  -1 | i | i | i | 5 | 1 | i | i | -1 | i | i
> O=C(O)C1CCCN1c1ncccn1 (stereo not drawn)
  -6 | i | i | i | -3 | -8 | i | i | -2 | i | i

The final 5 records of the part above are carried over, then new ones follow.
Each structure is followed by: Dyrk1A ADPGlo | KCNK3 block | KCNK9 inh | KCNQ1 act | GSK3beta inhib | hERG rescue | RGS4 block | KCNQ1 block | GSK3 alpha inh | RGS4 act | PolyA inh
> NS(=O)(=O)c1ccc(NS(=O)(=O)/C=C/c2ccccc2)cc1
  -5 | i | i | i | -1 | 2 | i | i | -2 | i | i
> CCOC(=O)C1CCN(CC(=O)N(CC(C)C)c2c(N)n(CC(C)C)c(=O)[nH]c2=O)CC1
  . | i | i | i | -4 | -9 | i | i | 0 | i | i
> CC(Nc1ccc(F)cc1)=[N+](C)CCNS(=O)(=O)c1ccc(Cl)cc1
  5 | i | i | i | 1 | -5 | i | i | -1 | i | i
> COc1ccc(S(=O)(=O)Nc2cccc(C)c2C)c2cccnc12
  -1 | i | i | i | 5 | 1 | i | i | -1 | i | i
> O=C(O)C1CCCN1c1ncccn1 (stereo not drawn)
  -6 | i | i | i | -3 | -8 | i | i | -2 | i | i
> COc1cccc(CC2(CO)CCCN(Cc3sc(N4CCCC4)nc3Cl)C2)c1 (stereo not drawn)
  -2 | i | i | i | -1 | -13 | i | i | -1 | i | i
> Cc1cc(OC(=O)c2cccc(Br)c2)c([N+](=O)[O-])c(=O)[nH]1
  2 | i | i | i | 2 | -7 | i | i | 0 | i | i
> CC(C)c1nnc(NC(=O)CSc2ccccc2)s1
  1 | i | i | i | 0 | -8 | i | i | 1 | i | i
> CCCCCC1CCC(c2n[nH]c(=S)n2C)CC1 (stereo not drawn)
  . | i | i | i | 2 | -5 | i | i | -2 | i | i
> Cc1ccc(Sc2ncccc2C(=O)O)cc1
  0 | i | i | i | 5 | -8 | i | i | -2 | i | i
> O=C(Oc1ccc(Br)cc1)c1cccnc1
  1 | i | i | i | -2 | -4 | i | i | 0 | i | i
> CC(=O)c1cccc(NC(=O)CN(C2CCCCC2)S(C)(=O)=O)c1
  -2 | i | i | i | -1 | -10 | i | i | 0 | i | i
> Cc1cc(C)nc(SCc2nnc(SCC(=O)Nc3ccc(Cl)c(C(F)(F)F)c3)o2)n1
  -11 | i | i | i | -4 | -5 | i | i | 0 | i | i
> CCCCC(=O)Nc1ccc2c(c1)nc1n2CCOC1
  5 | i | i | i | 0 | -4 | i | i | 3 | i | i
> O=C(Nc1ccc(Cl)cc1)N(CCCN1CCOCC1)Cc1cccs1
  1 | i | i | i | 1 | -16 | i | i | -1 | i | i
> COc1cc(N(C(=O)Cc2cccs2)C(C(=O)NC2CCCCC2)c2cccc(OC)c2OC)ccc1-n1cnnn1 (stereo not drawn)
  -5 | i | i | i | 0 | -11 | i | i | -2 | i | i
> CC(C)(C)N(Cc1ccccc1)C(=O)COC(=O)Cn1cnc2ccccc2c1=O
  -4 | i | i | i | 2 | -6 | i | i | 0 | i | i
> S=C(Nc1ccc(Cl)cc1)NC1CCCCC1
  . | i | i | i | -5 | -8 | i | i | -3 | i | i
> C/C(=N\Nc1ccc(Cl)cc1)c1ccncc1
  10 | i | i | i | 6 | 2 | i | i | 0 | i | i
> CCOc1ccccc1NC(=O)CSc1nc2[nH]ncc2c(=O)[nH]1
  -8 | i | i | i | 1 | -15 | i | i | 0 | i | i
> Cc1ccc(-n2c(SCC(=O)N3CCC(C(=O)O)CC3)nc3ccccc3c2=O)cc1C
  3 | i | i | i | 2 | -2 | i | i | -1 | i | i
> CC(Oc1ccc(F)cc1)C(=O)Nc1cc(S(=O)(=O)N2CCOCC2)ccc1N1CCCC1 (stereo not drawn)
  0 | i | i | i | -9 | 1 | i | i | -3 | i | i
> COc1ccc(N(CC(=O)Nc2ccc(S(=O)(=O)N3CCOCC3)cc2)S(=O)(=O)c2ccccc2)cc1
  -3 | i | i | i | 3 | -9 | i | i | 0 | i | i
> Cc1cc(C)n2nc(C(=O)OCC(=O)c3cc(C)n(CC4CCCO4)c3C)nc2n1 (stereo not drawn)
  -2 | i | i | i | -1 | -1 | i | i | -1 | i | i
> COc1cccc(CNCCSc2nnnn2C)c1OC
  2 | i | i | i | -2 | -8 | i | i | -5 | i | i
> CCOC(=O)c1cnn(-c2ccccc2)c1-n1cccc1
  -67 | i | i | i | 4 | -5 | i | i | 2 | i | i
> Cc1ccc(NC(=O)CSc2nc(=O)n(CCN(C)C)c3c2CCCC3)c(C)c1
  5 | i | i | i | 0 | -12 | i | i | -3 | i | i
> O=C(O)Cn1cc(C(=O)c2ccco2)c2ccccc21
  3 | i | i | i | -3 | -13 | i | i | -3 | i | i
> COc1ccccc1N1CCN(CCCNC(=O)C2CCCN(c3ncnc4c3nc3n4CCCCC3)C2)CC1 (stereo not drawn)
  -2 | i | i | i | -32 | -13 | i | i | 7 | i | i
> Cc1c(NC2=CC(=O)CC(C)(C)C2)c(=O)n(-c2ccccc2)n1C
  -6 | i | i | i | 1 | 3 | i | i | -3 | i | i
> Cc1cc([N+](=O)[O-])cc2c1-c1ncccc1C2=Nc1ccccc1
  5 | i | i | i | -3 | -6 | i | i | -1 | i | i
> Cc1ccc(S(=O)(=O)N2CCN(c3ncnc4c3cnn4-c3ccccc3)CC2)cc1
  3 | i | i | i | -2 | -5 | i | i | -1 | i | i
> c1ccc(-c2cc(-c3nnc4n3N=C(c3ccc5ccccc5c3)CS4)[nH]n2)cc1
  6 | i | i | i | -2 | -12 | i | i | -2 | i | i
> CCOc1ccccc1C(=O)NCC(=O)O
  13 | i | i | i | -1 | -3 | i | i | -2 | i | i
> COc1ccc(CCNC(=O)c2cnn3ccccc23)c(OC)c1OC
  2 | i | i | i | -6 | -11 | i | i | 0 | i | i
> O=C(CN(C(=O)CCC(=O)Nc1nccs1)c1cccc(C(F)(F)F)c1)NCC1CCCO1 (stereo not drawn)
  2 | i | i | i | 0 | -5 | i | i | -1 | i | i
> O=C(CSCc1ccc(Cl)cc1)N1CCOCC1
  -4 | i | i | i | 3 | -5 | i | i | 0 | i | i
> Cc1ccc(NC(=S)N2CCN(Cc3ccccc3)CC2)cc1
  -1 | i | i | i | 0 | -2 | i | i | -3 | i | i
> CCOC(=O)N1CCN(C(=O)CSc2ccc(-c3ccc(OC)c(OC)c3)nn2)CC1
  . | i | i | i | 0 | -16 | i | i | . | i | i
> CC(C)(C)c1ccc(C(=O)NCC(=O)N/N=C/c2cccs2)cc1
  -1 | i | i | i | 0 | -9 | i | i | 1 | i | i
> COc1ccc2nc(/N=C/c3c(C)[nH]n(-c4ccc(C)cc4)c3=O)sc2c1
  -6 | i | i | 39* | 5 | 10* | i | i | -2 | i | i
> O=C(COC(=O)C1CCC1)Nc1ccccc1Sc1ccccc1
  7 | i | i | i | 4 | -10 | i | i | -1 | i | i
> COc1ccc(CCNC(=O)CCNC(=O)c2ccc([N+](=O)[O-])cc2)cc1
  -5 | i | i | i | -2 | -4 | i | i | -3 | i | i
> CCn1c(CNc2ccccc2Cl)nnc1SCCN1CCCCC1
  3 | i | i | i | 2 | -3 | i | i | 0 | i | i

Screening results as filed in PubChem BioAssay.

Some of the compounds tested, so the mix of outcomes need not match the whole.
